# High-throughput results from PubChem.
# hIAP activ: increases human intestinal alkaline phosphatase activity. P09923. purified human IAP, CDP-Star luminescence, 30 min; active compounds read high; 1 = vehicle-only enzyme, 0 = enzyme-free background. activation factor at 10 µM. 0.16% of 330,000 active. AID 2524;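 active = activation factor of the enzyme at least 2-fold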; also: the source names both 10 and 20 µM as test concentration; values of inactives mirror those of a sister screen read the other way
# Target sequence (P09923 whole entry, looked up): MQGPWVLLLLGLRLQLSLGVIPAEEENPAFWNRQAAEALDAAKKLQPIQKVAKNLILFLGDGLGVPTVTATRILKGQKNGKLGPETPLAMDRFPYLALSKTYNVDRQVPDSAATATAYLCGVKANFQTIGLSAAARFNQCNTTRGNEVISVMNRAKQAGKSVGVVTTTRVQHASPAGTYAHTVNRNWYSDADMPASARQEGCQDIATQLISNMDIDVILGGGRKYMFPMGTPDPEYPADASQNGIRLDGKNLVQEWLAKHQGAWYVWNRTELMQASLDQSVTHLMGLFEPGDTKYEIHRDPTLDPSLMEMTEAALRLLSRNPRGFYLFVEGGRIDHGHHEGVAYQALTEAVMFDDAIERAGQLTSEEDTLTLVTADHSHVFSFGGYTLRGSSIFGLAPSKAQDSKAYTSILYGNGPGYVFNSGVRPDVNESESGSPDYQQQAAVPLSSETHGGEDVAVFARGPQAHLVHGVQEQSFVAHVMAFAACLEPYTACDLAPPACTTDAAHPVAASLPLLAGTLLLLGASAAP
# NR3A LBD binder: modulators (binders) of human NR3A ligand-binding domain; 2.5% of 340,000 active; NR3A LBD differential scanning fluorimetry, Tm shift; 0% = protein alone, 100% = glycine-bound protein; Tm shift relative to glycine control, % at 25 µM; AID 1259313;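 active = melting temperature shift of at least 10% of the positive control shift, at one fixed dose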
# APOBEC3A inh: blocks human APOBEC3A ssDNA deamination. AID 493011. inhibition, % at 20 µM. 0.41% of 330,000 active. recombinant A3A, FAM/TAMRA ssDNA deamination fluorescence. P31941;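 active = at least 40% inhibition at 20 µM here, with at most 30% in a related deaminase screen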;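 also: plate controls were A3A with DMSO for no effect and wells lacking A3A enzyme for full effect; some results filed as inactive read as strong as hits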
# Target sequence (P31941 whole entry, looked up): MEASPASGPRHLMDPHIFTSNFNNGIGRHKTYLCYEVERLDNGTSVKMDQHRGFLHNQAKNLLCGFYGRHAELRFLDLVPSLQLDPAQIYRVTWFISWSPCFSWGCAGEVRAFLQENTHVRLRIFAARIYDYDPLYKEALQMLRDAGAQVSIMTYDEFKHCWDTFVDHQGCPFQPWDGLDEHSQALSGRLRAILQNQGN
# MPTP block: blocks calcium-induced mitochondrial swelling; isolated mouse mitochondria, Ca2+ swelling absorbance, 30 min; inhibition, % at 10 µM; AID 602449; 1.4% of 360,000 active;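 active = inhibition of 50% or more, scaled per plate between neutral and stimulator controls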;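 also: 0% = DMSO wells given calcium and 100% = 1 mM EGTA wells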
# hIAP inh: blocks human intestinal alkaline phosphatase; 0.12% of 330,000 active; inhibition, % at 10 µM; P09923; purified IAP, CDP-Star luminescence, 30 min; AID 2544;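 active = inhibition reaching a set limit with compound at 10 µM in the primary screen, cut at about 35% in these data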;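 also: plate controls were DMSO wells with enzyme for no effect and no-enzyme buffer wells for full effect; values of inactives mirror those of a sister screen read the other way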
# A3G deaminase: blocks human APOBEC3G single-stranded DNA deamination. recombinant A3G, ssDNA deamination FAM/TAMRA fluorescence. inhibition, % at 20 µM. 0.28% of 330,000 active. AID 493012;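 active = inhibition of at least 40% at 20 µM, with no more than 30% in the related APOBEC3A deaminase screen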;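 also: plate controls were DMSO wells with A3G for no effect and wells lacking A3G enzyme for full effect; some compounds called inactive have numbers as strong as hits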
# beta cell repl: MIN6 beta-cell proliferation induction | MIN6 cells proliferation, ATPlite luminescence, 48 h; cells starved in 0.2% serum; 100% = growth in 10% serum | proliferation, % at 10 µM | 0.29% of 330,000 active | AID 2380;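 active = compounds whose signal lies at least 3.5 SD above the mean of all wells on their plate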;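 also: 0% = DMSO-treated cells in low-serum medium and 100% = 10% serum control; some compounds called inactive have numbers as strong as hits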
# mIAP activ: mouse IAP activation; muIAP, CDP-Star luminescence, 30 min; active compounds read high; 1 = vehicle-only enzyme signal, 0 = enzyme-free wells; activation factor at 10 µM; 0.24% of 330,000 active; AID 2805;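 active = activation factor of at least 2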; also: the source names both 10 and 20 µM as test concentration; values of inactives mirror those of a sister screen read the other way
#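 Assay system: mouse IAP enzyme / Compound: DMSO-dissolved test compounds / Timing: 30 min, room temperature / Measured by: luminescence from enzymatic CDP-Star hydrolysis / Control set: DMSO-only wells, enzyme-free buffer wells as negative control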
# mIAP inh: blocks mouse intestinal alkaline phosphatase; purified mouse IAP, CDP-Star luminescence, 30 min; 0.2% of 330,000 active; inhibition, % at 10 µM;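 active = inhibition of at least 40% at 10 µM in the primary screen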;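 also: plate controls were DMSO with enzyme for no effect and no enzyme wells for full effect; values of inactives mirror those of a sister screen read the other way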
# The depositor's hits bear a star; . = no result given.
# Preview (2 entries):
SMILES,hIAP activ,NR3A LBD binder,APOBEC3A inh,MPTP block,hIAP inh,A3G deaminase,beta cell repl,mIAP activ,mIAP inh
CN(C(=O)Cn1cc(C(F)(F)F)cc(Cl)c1=O)C1CCS(=O)(=O)C1 (stereo not given),0.898,-0.4,-0.5,-2.5,10.2,-7.3,4.3,1.02,-2.4
COCCSc1ccccc1C(=O)Nc1nncs1,0.846,-1.0,0.4,-1.7,15.4,-2.1,-3.3,0.876,12.4

# Results, from the first entry:
SMILES,hIAP activ,NR3A LBD binder,APOBEC3A inh,MPTP block,hIAP inh,A3G deaminase,beta cell repl,mIAP activ,mIAP inh
CN(C(=O)Cn1cc(C(F)(F)F)cc(Cl)c1=O)C1CCS(=O)(=O)C1 (stereo not given),0.898,-0.4,-0.5,-2.5,10.2,-7.3,4.3,1.02,-2.4
COCCSc1ccccc1C(=O)Nc1nncs1,0.846,-1.0,0.4,-1.7,15.4,-2.1,-3.3,0.876,12.4
CC(C)(C)c1ccc(OCC(O)CSc2ncn[nH]2)cc1 (stereo not given),1.04,-5.5,-3.0,0.5,-3.7,-11.8,0.0,0.866,13.4
CC(N=c1ccccn1C(=O)Nc1cccc(C(F)(F)F)c1)c1ccco1 (stereo not given),1.03,-0.6,-0.9,90.1*,-3.1,-3.3,-1.6,1.21,-20.5
CCC(=O)OCC(=O)Nc1ncc(C(F)(F)F)cc1Cl,0.902,-2.2,3.4,1.0,9.8,-1.7,-3.2,0.949,5.1
CCOC(=O)c1c(-c2cccs2)csc1NC(=O)CCCC(=O)O,1.01,-1.9,-1.5,1.4,-1.2,-7.4,1.1,0.904,9.6
O=C(COC(=O)c1ccc(S(=O)(=O)NCc2ccco2)cc1)c1ccccc1,0.861,-1.2,-1.4,-0.6,13.9,-3.5,1.8,1.03,-3.5
COc1cc(C2c3c(oc4cc(C)c(C)cc4c3=O)C(=O)N2c2cc(C)ccn2)ccc1O (stereo not given),0.974,2.4,-1.4,-1.5,2.6,-5.8,0.3,0.899,10.1
N/C(=N\OC(=O)c1cccc(Br)c1)c1ccncc1,1.18,-2.5,-1.4,-0.8,-18.0,-3.4,-2.6,0.947,5.3
COc1ccc(NCC(=O)Nc2cccc(S(=O)(=O)N3CCCC3)c2)cc1Cl,1.03,-8.4,-5.8,1.7,-2.7,-8.3,0.2,1.13,-13.3
COc1ccc(CN(CCCN2CCOCC2)C(=O)Nc2ccccc2)cc1OC,0.974,2.4,7.2,1.0,2.6,-1.6,-1.6,0.952,4.8
CCc1ccc(NC(=O)C(=O)NNC(=O)COc2cccc(OC)c2)cc1,1.5,-0.6,1.2,3.8,-49.8,-4.8,-2.9,0.817,18.3
CCOC(=O)c1c(C)[nH]c(C)c1S(=O)(=O)N(C)CC(=O)Nc1cccc(C)n1,1.12,0.7,-1.1,-0.9,-12.4,6.9,1.6,0.957,4.3
COc1ccc(C(=O)c2oc3ccc(OC)cc3c2N)cc1,0.852,0.1,-5.9,0.3,14.8,-4.8,-1.6,0.929,7.1
COCC(=O)N(Cc1cc2ccccc2[nH]c1=O)c1ccccc1OC,1.05,-0.7,-0.6,-2.2,-4.8,-4.0,2.0,1.02,-1.7
COCCCN1C2=C(C(=O)CC(C)(C)C2)C(c2ccc(O)c(OC)c2)C2=C1CC(C)(C)CC2=O,1.26,-0.2,-5.6,-1.2,-26.3,-1.4,-3.0,0.949,5.1
NS(=O)(=O)c1ccc(N/C=C\C(=O)c2ccc(F)cc2)cc1,0.932,-6.4,-0.6,-0.1,6.8,-4.1,0.8,0.854,14.6
COc1cc(OC)cc(C(=O)Nc2ccc(S(=O)(=O)Nc3cnc4ccccc4n3)cc2)c1,1.05,-0.1,0.1,2.4,-4.6,-2.1,-0.7,1.05,-5.5
COc1ccc(/C=C/C(=O)NCC(=O)N/N=C(/C)c2ccco2)cc1,1.16,13.7*,-1.8,-0.9,-16.1,-7.0,-1.3,1.07,-7.2
CCOc1ccccc1NC(=S)N1CCC(c2nc3ccccc3o2)CC1,1.04,-0.3,-1.5,0.7,-3.7,-5.1,-4.0,1.01,-1.5
O=C(CSc1nnc(NC(=O)c2ccccc2)s1)NCC1CCCO1 (stereo not given),0.752,0.1,11.7,-0.1,24.8,0.5,-5.8,1.01,-1.5
COc1cc(NS(=O)(=O)c2c(C(=O)N3CCOCC3)c(C)n(C)c2C)cc(OC)c1OC,0.78,-2.6,-4.2,-1.1,22.0,-2.4,0.3,0.992,0.8
CCN(C(=O)c1ccc(NC(=O)c2ccco2)cc1)c1ccccc1,0.978,-0.9,0.8,-0.4,2.2,-3.7,-2.1,0.989,1.1
COc1cccc(/C=N/c2oc(-c3ccccc3)cc2C#N)c1O,1.02,-5.0,1.3,-1.5,-2.2,1.4,-0.4,0.98,2.0
COC(=O)c1ccc2c(=O)n(Cc3ccc(C(=O)NC4CCCC4)cc3)c(=S)[nH]c2c1,1.12,-16.3,-0.8,-0.5,-11.6,-6.6,-2.1,1.04,-4.1
SMILES,hIAP activ,NR3A LBD binder,APOBEC3A inh,MPTP block,hIAP inh,A3G deaminase,beta cell repl,mIAP activ,mIAP inh
CC(NC(=O)c1ccc(N2CCCC2)c([N+](=O)[O-])c1)c1ccc(S(N)(=O)=O)cc1 (stereo not given),1.17,2.5,-2.7,1.0,-17.3,-5.9,-4.3,0.931,6.9
Cc1ccc(C)c(S(=O)(=O)N2CCN(C(=O)CN3C(=O)C4CC=CCC4C3=O)CC2)c1 (stereo not given),0.856,0.2,33.7,-0.4,14.4,-3.7,3.1,1.06,-6.0
COCc1cc(=O)[nH]c(/N=C(\N)Nc2c(F)cccc2F)n1,0.948,2.0,3.2,0.7,5.2,2.5,-0.4,0.97,3.0
COC(=O)c1ccccc1NC(=O)C(CCS(C)(=O)=O)NC(C)=O (stereo not given),0.969,0.9,-2.8,0.0,3.1,-6.2,-0.9,0.988,1.2
COc1ccc(CNCC2COc3ccccc3O2)cc1 (stereo not given),0.993,-2.2,-3.5,0.4,0.7,-11.8,-0.7,1.03,-2.6
Cc1nn(-c2ccccc2)c(Cl)c1/C=N/NC(=O)CNc1n[nH]c(=O)[nH]c1=O,1.01,.,-2.1,.,-1.2,-4.6,0.4,0.924,7.6
Nc1cc(=O)[nH]c(=O)n1-c1cccc(F)c1,0.992,-1.5,2.7,1.9,0.8,0.7,-2.0,1.03,-3.1
Cc1ccc(CN2CC(C(=O)N3CCN(S(=O)(=O)c4c(F)cccc4F)CC3)CC2=O)cc1 (stereo not given),1.01,1.1,1.0,-0.4,-1.5,35.5,-4.7,1.03,-3.0
C/C(N)=C(/C#N)C(=O)CSc1nc2cc(Cl)ccc2s1,1.04,-6.7,8.5,1.5,-4.3,0.3,-5.3,1.01,-0.6
CSc1nsc(SCC(=O)NCc2ccc(C)cc2)n1,1.01,-0.2,-5.1,0.6,-0.8,-10.3,-2.4,1.1,-10.2
COc1ccc(CCN2CC(C(=O)N3CCN(C(C)=O)CC3)CCC2=O)cc1 (stereo not given),0.919,3.8,3.1,-0.7,8.1,-2.9,-5.5,1.02,-1.7
Cc1cc(NC(=O)CCC2COc3ccccc3O2)no1 (stereo not given),1.14,0.9,0.7,-2.1,-13.5,-4.9,-2.5,0.889,11.1
O=C(CCC(=O)N(CC(=O)NC1CCCC1)C1CCCCC1)Nc1ccccn1,0.939,-3.9,-4.4,1.4,6.1,-6.4,2.2,0.92,8.0
Cc1ccc(S(=O)(=O)NCC(=O)NCCc2c[nH]c3ccccc23)cc1C,1.04,-11.2,-7.3,0.5,-4.4,-5.3,-4.4,1.05,-4.7
CCOC(=O)C1=C(CSc2n[nH]c(N)n2)NC(=O)NC1C (stereo not given),0.901,1.2,1.8,0.6,9.9,-5.7,-3.9,0.915,8.5
CC(C)(O)C#Cc1ccc(C(=O)N2CCN(C(=O)c3ccco3)CC2)cc1,1.12,0.2,-1.9,1.8,-12.0,-6.6,1.5,0.939,6.1
CC[C@]12c3[nH]c4ccc(OC)cc4c3CCN1C(=O)C(CC(=O)NCC13CC4CC(CC(C4)C1)C3)C[C@@H]2C(=O)N1CCN(C(=O)C2CC2)CC1 (stereo not given in full),.,-1.4,-2.8,0.7,.,-2.8,.,1.14,-14.0
O=C(NCc1ccco1)c1ccccc1-c1nc(-c2ccc(F)cc2)no1,0.834,1.1,2.5,-0.8,16.6,2.1,-2.6,0.935,6.5
CCN(CC)S(=O)(=O)c1ccc(N2CCCC2)c(NS(=O)(=O)c2ccc(OC)cc2)c1,0.983,-2.1,-1.8,1.0,1.7,-3.7,-0.8,0.906,9.4
COc1ccc(C(=O)N2CCCCCC2)cc1S(=O)(=O)N1CCOCC1,0.975,-0.4,-3.6,-0.8,2.5,-10.0,2.5,0.972,2.8
Cc1ccc(OCC(=O)N2CCN(C(=O)c3ccco3)CC2)cc1,1.07,-0.4,1.3,1.0,-7.3,-7.6,-0.7,1.05,-5.5
Cc1ccc(S[C@@H](CCN2CC[C@H](NC(=O)OCc3ccccc3)CCC2=O)c2ccccc2)cc1,0.959,2.0,-4.0,-0.7,4.1,-8.8,-8.0,1.06,-6.3
Cc1cc(=O)oc(C)c1C(=O)NCC1CCCO1 (stereo not given),1.06,-2.4,-2.7,1.5,-6.3,-4.2,-2.4,0.956,4.4
CCOC(=O)C1=CN(Cc2cccc(-c3cccnc3)c2)S(=O)(=O)N(C)C1C (stereo not given),.,-5.4,6.9,-0.2,.,-0.6,.,1.04,-7.6
CC1(C)CC(=O)C=C(/C=C/c2ccccc2)C1,1.06,-0.6,-2.3,-0.7,-5.8,-3.8,-5.4,0.996,0.4
SMILES,hIAP activ,NR3A LBD binder,APOBEC3A inh,MPTP block,hIAP inh,A3G deaminase,beta cell repl,mIAP activ,mIAP inh
COc1ccc(C)cc1NC(=O)CSc1cccc[n+]1[O-],0.956,-1.1,-6.5,-1.2,4.4,-7.9,0.3,0.986,1.4
CC(C)(C)c1nnc2sc(SCCN3C(=O)c4ccccc4C3=O)nn2c1=O,0.911,-1.3,2.6,0.6,8.9,-1.2,0.1,0.946,5.4
C#CCOCCOCCOCCNc1nc(N2CCN(C(=O)[C@H]([C@@H](C)CC)n3cc([C@@H](N)CO)nn3)CC2)nc(N2CCN(C(=O)[C@H](CCCCN)n3cc([C@@H](N)CC(C)C)nn3)CC2)n1,0.975,-1.3,-3.0,.,2.5,-7.1,10.4,1.01,-1.3
FC(F)(F)c1cccc(Cn2nnnc2-c2cccc(C(F)(F)F)c2)c1,0.885,-4.1,1.6,5.1,11.5,-4.5,0.3,1.01,-0.7
CCOC(=O)c1cccnc1SCC(=O)NC(C)CC (stereo not given),0.885,-0.2,-2.6,-1.0,11.5,-5.1,0.7,0.989,1.1
O=C(NCc1ccccc1)N(Cc1nc2ccccc2c(=O)[nH]1)C1CCCC1,0.954,1.4,-0.1,-1.2,4.6,-3.2,1.2,1.06,-5.8
Cc1occc1-c1nnc(SCC(=O)NCCc2ccccc2)n1C(C)c1ccccc1 (stereo not given),0.933,-0.4,-0.3,0.1,6.7,-0.1,-0.5,1.08,-7.6
Cc1ccc(C(=O)NNC(=O)OC(C)(C)C)c(Cl)c1,0.876,2.4,-0.1,-2.3,12.4,-5.0,-0.6,0.992,0.8
COc1cc(C(=O)N[C@@H](C)C(=O)N2CCC3(CC2)NCCc2[nH]cnc23)cc(OC)c1OC,1.28,0.7,-4.5,-2.2,-27.7,-8.1,-2.0,1.02,-2.4
COc1cc(NC(=O)CN(C)S(=O)(=O)c2ccc(-c3ccc(=O)[nH]n3)s2)cc(OC)c1,0.869,-2.5,-1.1,-2.5,13.1,4.2,-0.4,0.956,4.4
